# Bioassay records deposited in PubChem BioAssay by several laboratories.
# PLAP inhibitors HTS = PLAP enzyme inhibitors, biochemical, luminescence, HTS (AID 690). 0.08% of 96,000 active. Alkaline phosphatase, placental type (Homo sapiens). inhibition, % at 20 µM; hits with a dose series show IC50 in µM. purified PLAP, luminescent substrate; higher % means a stronger effect; in the data active = a potency from the dose series; inactive = the rest, 99 in 100 with inhibition below about 30%; note: strong numbers were not always called active
# NFkB transloc inh = inhibitors of IL-1B driven NFkB p65 nuclear import, primary screen, imaging, HUVEC, IL-1B stimulus, high-content imaging | HUVEC IL-1B NFkB p65 nuclear translocation imaging | inhibition, % at 2 µM | 0.43% of 94,000 active | AID 796, 2007;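 active = inhibition above about 30% together with a positive call from visual inspection of the well image, limit read from the data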;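 note: nuclear over cytoplasmic p65 intensity ratio measured by imaging; 0% = IL-1B stimulated DMSO wells and 100% = unstimulated DMSO wells; values of inactives mirror those of a sister screen read the other way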
# MRP reversal = reversal of MRP1-mediated doxorubicin resistance, primary screen, H69AR cells, doxorubicin co-treatment; H69AR cells + 2 uM doxorubicin, CellTiter-Glo, 72 h; differential viability (reversal), % at 10 µM; 0.04% of 85,000 active;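 active = viability drop by adding the cancer drug above about 55%, with treated viability meeting a 40% cutoff, limit read from the data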;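 note: viability without doxorubicin minus viability with 2 µM doxorubicin for each compound; larger differential means the compound sensitizes cells more to doxorubicin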
# IL1B NFkB pot = enhancers of NFkB p65 translocation in HUVEC – imaging, IL-1B stimulus, high-content imaging, primary screen; HUVEC IL-1B NFkB p65 nuclear translocation imaging; activation, % at 2 µM; 0.3% of 94,000 active; AID 819, 2007;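 active = activation above 40%, about the mean plus 3 SD, also judged a hit on visual image review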;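 note: percent activation is computed from the nuclear over cytoplasmic p65 intensity ratio; values of inactives mirror those of a sister screen read the other way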
# Bcl-B displacement = displacers of TR3 peptide from Bcl-B, primary screen, selectivity assay for Bfl-1 inhibitor project, biochemical, fluorescence polarization; Bcl-2-like protein 10 (Homo sapiens); FP displacement of FITC-TR3 peptide from Bcl-B; higher % means a stronger effect; one-dose displacement, % at 20 µM; IC50 in µM for titrated hits; 0.11% of 96,000 active; AID 748, 2007;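 active = displacement above 50% at 20 µM plus a fluorescence interference ratio under 1.5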;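 note: plate controls were wells without compound for no effect and wells lacking Bcl-B protein for full effect; a part of the inactive calls stands beside numbers as strong as those of hits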
# MRP reversal cytotoxicity = second read-out of MRP reversal, no call of its own (marks repeat the call); viability, %; H69AR cells, CellTiter-Glo, 72 h; measured here: cytotoxicity without doxorubicin
# MRP reversal with doxorubicin = recorded beside MRP reversal, whose call it bears; viability, %; measured here: viability with 2 uM doxorubicin; active compounds read low
# NFkB transloc inh cell count 2 µM = second read-out of NFkB transloc inh, no call of its own (marks repeat the call); cell count; measured here: cells passing quality filter;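 raw number of nuclei counted in each imaged well without normalization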
# IL1B NFkB pot cell count 2 µM = also measured in IL1B NFkB pot; calls as there; cell count; measured here: cells passing quality filter
# * hit, by the source's call; . = not tested or not shown. A portion of the library; the hit share may differ from the screen's.
No.	structure	PLAP inhibitors HTS	NFkB transloc inh	NFkB transloc inh cell count 2 µM	MRP reversal	MRP reversal cytotoxicity
1	O=C(c1ccc(Cl)nc1)N1CCc2ccccc2C1	-2%	-16	139	15	91
2	Cc1ccc(S(=O)(=O)CC2CSc3nnc(C)c(=O)n32)cc1 (configuration not stated)	2%	6	133	8	108
3	O=C(CN1C(=O)CCSc2ccccc21)Nc1ccc2c(c1)OCO2	-4%	.	.	4	85
4	COc1cccc(C(=O)NCc2cccnc2)c1	-28%	.	.	.	.
5	Cc1c(C(=O)NCCc2ccc3c(c2)OCCO3)oc2ccccc12	-29%	23	206	.	.
6	Cc1cc(Cl)ccc1OCc1nc(-c2ccc(O)cc2)n[nH]1	-53%	-19	133	-22	22
7	O=C(CCN1C(=O)c2ccccc2C1=O)Oc1ccc2ccccc2c1	0%	-7	151	-4	93
8	CC(C)c1ccc(NC(=O)NC2CCCCC2)cc1	4%	8	97	-6	26
9	COCC(C)N=CC1=C(O)CC(C)(C)CC1=O (configuration not stated)	1%	0	86	12	98
10	Cc1ccc(C(=O)c2coc3c2C(=O)C(=O)c2ccccc2-3)cc1	8%	.	.	0	2
11	Cc1occc1C(=O)Nc1cc(C(F)(F)F)ccc1Cl	6%	-6	100	22	106
12	O=C(COn1nnc2ccc(C(F)(F)F)cc21)Nc1nnc(-c2ccccc2)o1	-8%	-4	137	12	96

No.	MRP reversal with doxorubicin	IL1B NFkB pot	IL1B NFkB pot cell count 2 µM	Bcl-B displacement
1	76	16	139	19%
2	99	-6	133	-1%
3	81	.	.	-8%
4	.	.	.	-12%
5	.	-23	206	-4%
6	44	19	133	4%
7	97	7	151	-10%
8	31	-8	97	-3%
9	86	0	86	-13%
10	1	.	.	6%
11	84	6	100	-2%
12	84	4	137	3%

# (cont.)
No.	structure	PLAP inhibitors HTS	NFkB transloc inh	NFkB transloc inh cell count 2 µM	MRP reversal	MRP reversal cytotoxicity
13	O=S(=O)(c1ccc(F)cc1)N1CCN(c2ccccc2)CC1	22%	-19	207	1	77
14	CCn1c(=O)c(C(=O)CN(C)Cc2cccc(OC)c2OC)c(N)n(Cc2ccccc2)c1=O	-64%	-20	95	9	81
15	COc1cccc(C2=NOC(C(=O)Nc3cccnc3)C2)c1 (configuration not stated)	1%	-25	181	1	92
16	CC(=O)c1c(C)[nH]c(C(=O)CSc2nnc(-c3cccs3)n2Cc2ccccc2)c1C	-55%	9	164	.	.
17	Cc1onc(-c2c(F)cccc2Cl)c1C(=O)N1CCCc2ccccc21	9%	1	200	-26	19
18	Cc1ccccc1N1CCN(c2ncnc3scc(-c4cccs4)c23)CC1	-1%	-4	158	-17	42
19	COc1ccc(S(=O)(=O)N(CC(=O)NCc2ccco2)c2ccccc2)cc1OC	0%	9	193	1	93
20	COc1ccc(-c2cc(C(=O)Nc3c(C)nn(Cc4ccc(Cl)cc4)c3C)no2)cc1	17%	6	157	-3	16
21	CCOC(=O)c1nn(-c2ccccc2)c(C#N)c1NC(=O)c1nn(CC)cc1Br	-1%	-2	150	-5	69
22	O=C(O)c1ccc(COc2ccc(Cl)cc2)o1	-11%	-4	101	-2	87
23	C=CCC(O)(CCN1CCCCC1)c1ccccc1 (configuration not stated)	-19%	-12	209	.	.
24	Cc1cccc(C)c1NC(=O)C(NC=O)c1ccc(Cl)cc1 (configuration not stated)	9%	-8	105	.	.

No.	MRP reversal with doxorubicin	IL1B NFkB pot	IL1B NFkB pot cell count 2 µM	Bcl-B displacement
13	76	19	207	-3%
14	72	20	95	-2%
15	90	25	181	7%
16	.	-9	164	-45%
17	45	-1	200	-2%
18	59	4	158	3%
19	92	-9	193	-4%
20	19	-6	157	-4%
21	74	2	150	2%
22	89	4	101	5%
23	.	12	209	10%
24	.	8	105	-1%

# Single entries from the entries so far.
# For NFkB transloc inh, `CC(=O)c1c(C)[nH]c(C(=O)CSc2nnc(-c3cccs3)n2Cc2ccccc2)c1C` shows 9
# For IL1B NFkB pot cell count 2 µM, `O=S(=O)(c1ccc(F)cc1)N1CCN(c2ccccc2)CC1` shows 207
# For PLAP inhibitors HTS, `CCn1c(=O)c(C(=O)CN(C)Cc2cccc(OC)c2OC)c(N)n(Cc2ccccc2)c1=O` shows -64%
# For PLAP inhibitors HTS, `Cc1onc(-c2c(F)cccc2Cl)c1C(=O)N1CCCc2ccccc21` shows 9%
# For NFkB transloc inh cell count 2 µM, `Cc1cccc(C)c1NC(=O)C(NC=O)c1ccc(Cl)cc1` (configuration not stated) shows 105

# Continued:
No.	structure	PLAP inhibitors HTS	NFkB transloc inh	NFkB transloc inh cell count 2 µM	MRP reversal	MRP reversal cytotoxicity
25	CCOC(=O)C1=NN(N=O)C2(CC(=O)N(c3cc(C)cc(C)c3)C2=O)C1 (configuration not stated)	-42%	-18	202	16	96
26	CNC(=O)C(Sc1nc(C)nc2c1oc1ccccc12)C(C)=O (configuration not stated)	-16%	9	139	-24	53
27	Cc1ccc(C(=O)Nc2cccc(C(=O)O)c2)cc1S(=O)(=O)N1CCCCC1	-45%	.	.	.	.
28	CCCn1c(SCC(=O)Nc2cc(Cl)ccc2OC)n[nH]c1=O	-15%	-9	161	-21	43
29	Cc1cccc(-n2c(C)cc(C=C3C(=O)c4ccccc4C3=O)c2C)c1	5%	-4	152	.	.
30	O=C(Nc1ccc(-c2nc3cc(NC(=O)c4cccs4)ccc3o2)cc1)c1cccs1	-26%	4	161	.	.
31	Cc1cc(C)c2cc(C#N)c(NCCOC(=O)c3ccccc3C)nc2c1	-22%	-2	170	.	.
32	COC(=O)c1cc(COc2ccc3c4c(c(=O)oc3c2)CCC4)c(C)o1	10%	6	152	22	96
33	CC(=O)C1(C)OC(N)=C(C#N)C(c2ccccc2)C1(C#N)C#N (configuration not stated)	-21%	-16	120	-33	38
34	O=C(O)CCC(NC(=O)c1cncc(O)c1)C(=O)O (configuration not stated)	26%	-2	180	.	.
35	CCN(CC)C(=O)Cn1cnc2sc(C(=O)N3CCN(c4ccc(OC)cc4)CC3)c(C)c2c1=O	-62%	4	41	15	99
36	COc1cc(-c2c(C#N)c(N)nc3c2CCCC3)cc(OC)c1OC	.	11	97	-9	67

No.	MRP reversal with doxorubicin	IL1B NFkB pot	IL1B NFkB pot cell count 2 µM	Bcl-B displacement
25	80	18	202	2%
26	76	-9	139	-14%
27	.	.	.	0%
28	64	9	161	-4%
29	.	4	152	-18%
30	.	-4	161	-4%
31	.	-8	104	2%
32	74	-6	152	1%
33	70	16	120	47%
34	.	2	180	-16%
35	84	-4	41	9%
36	76	-11	97	.

# Further structures follow:
No.	structure	PLAP inhibitors HTS	NFkB transloc inh	NFkB transloc inh cell count 2 µM	MRP reversal	MRP reversal cytotoxicity
37	COC(=O)C(NC(=O)c1ccc(F)cc1)(Nc1nc(C)cs1)C(F)(F)F (configuration not stated)	6%	-26	136	.	.
38	Cc1ccc2nc(SCc3cccc([N+](=O)[O-])c3)nc(C)c2c1	-8%	-7	104	.	.
39	C=CCn1c(Sc2ccccc2)nc2c1c(=O)[nH]c(=O)n2C	.	-7	83	7	86
40	COc1ccc(C2C(C#N)=C(/N=C/N3CCN(C)CC3)OC3=C2C(=O)CC(C)(C)C3)cc1OC (configuration not stated)	-66%	-2	163	6	92
41	COc1ccc(OC)c(NC(=O)CS(=O)(=O)Cc2nc(-c3ccccc3C)oc2C)c1	-2%	-2	70	-2	85
42	S=c1[nH]ncn1/N=C/c1ccc(N2CCOCC2)cc1	21%	-18	159	.	.
43	Cc1ccc(Oc2nc(-c3ccccc3)ncc2S(=O)(=O)c2ccc(C)cc2)cc1	7%	-5	145	.	.
44	Cn1c(=O)c2c(ncn2Cc2cccc(Cl)c2)n(C)c1=O	-22%	0	124	8	98
45	Cc1cc(C)nc(SCC(=O)N/N=C/c2cccn2-c2ccc(O)cc2)n1	-11%	-19	173	5	89
46	CCOC(=O)c1cc(NC(=O)N(C(C)C)C(C)C)c(C)nc1C	-20%	-19	55	1	87
47	O=C(O)CCCNCc1ccccc1F	3%	3	128	.	.
48	Cc1noc(C)c1S(=O)(=O)N1CCC(C(=O)N(C)Cc2ccccc2)CC1	-14%	5	216	3	80

No.	MRP reversal with doxorubicin	IL1B NFkB pot	IL1B NFkB pot cell count 2 µM	Bcl-B displacement
37	.	26	136	-6%
38	.	7	104	-4%
39	79	7	83	.
40	86	2	163	-10%
41	87	3	70	3%
42	.	18	159	0%
43	.	5	145	0%
44	90	0	124	-6%
45	85	19	173	-4%
46	85	19	55	0%
47	.	-3	128	2%
48	77	-5	216	-4%

# (more compounds)
No.	structure	PLAP inhibitors HTS	NFkB transloc inh	NFkB transloc inh cell count 2 µM	MRP reversal	MRP reversal cytotoxicity
49	CSc1oc(-c2ccco2)nc1S(=O)(=O)c1ccc(Br)cc1	0%	.	.	24	109
50	COC(=O)CN(n1cnnc1)S(=O)(=O)c1ccccc1Cl	0%	-2	154	-5	80
51	COc1ccc(/C=C2\C(=O)N(c3nc(-c4ccc(Br)cc4)cs3)N=C2c2ccccc2)cc1	.	-4	170	-17	91
52	CCOC(=O)c1c(C)[nH]c(C=Nc2ccc(OC)cc2)c1O	.	-29	131	7	80
53	CCOC(=O)C1CCCN(S(=O)(=O)c2ccccc2)C1 (configuration not stated)	-1%	-9	167	4	95
54	Cc1cccc2cc(CN(Cc3ccco3)C(=O)c3cccs3)c(=O)[nH]c12	2%	-6	121	21	99
55	CC(C)C1OC2c3cccc4cccc(c34)C2N1c1ccccc1 (configuration not stated)	.	10	93	-4	74
56	NC(=O)c1ccc(C(F)(F)F)n(Cc2ccc(Cl)cc2)c1=O	2%	-16	125	.	.
57	O=C(COc1nc2ccccc2nc1N1CCOCC1)N1CCc2ccccc21	0%	8	76	-17	36
58	Cc1ccc(S/C=C\C(=O)c2ccccc2)cc1	12%	-20	159	-1	1
59	COc1ccc(-c2nc(C(N)=O)c3[nH]c(=O)n(-c4ccccc4OC)c3n2)c(OC)c1	-140%	-19	195	-30	31
60	Cc1ccc2c(c1)N(CCC(=O)NC(C)C)C(=O)CO2	2%	-6	189	7	108

No.	MRP reversal with doxorubicin	IL1B NFkB pot	IL1B NFkB pot cell count 2 µM	Bcl-B displacement
49	86	.	.	0%
50	84	2	154	-5%
51	108	4	170	.
52	72	29	131	.
53	90	9	167	-5%
54	78	6	121	9%
55	77	-10	93	.
56	.	16	125	-6%
57	53	-8	76	-1%
58	3	20	159	-15%
59	61	19	195	-92%
60	101	6	189	8%

# Further structures.
No.	structure	PLAP inhibitors HTS	NFkB transloc inh	NFkB transloc inh cell count 2 µM	MRP reversal	MRP reversal cytotoxicity
61	COC(=O)Cn1cnc2ccccc2c1=O	24%	-11	141	7	100
62	CCOc1ccccc1NC(=O)c1ccc2nccnc2c1	9%	.	.	-6	80
63	O=C(CCC1COc2ccccc2O1)N1CCCC1 (configuration not stated)	11%	-12	37	4	89
64	Cc1ccc(COn2c(-c3ccc(Cl)cc3Cl)nc3ncccc32)cc1	-44%	-34	174	-33	39
65	OC(c1ccc2c(c1)OCO2)c1nccc2ccccc12 (configuration not stated)	-64%	-6	112	5	94
66	N#CC1=C(N)Oc2c(oc(CO)cc2=O)C1c1cccs1 (configuration not stated)	18%	9	131	12	100
67	O=C(CCC(=O)OCC(=O)c1ccccc1)NC1CCCCC1	-8%	-18	108	-3	80

No.	MRP reversal with doxorubicin	IL1B NFkB pot	IL1B NFkB pot cell count 2 µM	Bcl-B displacement
61	93	11	141	-15%
62	86	.	.	-6%
63	85	12	37	-8%
64	72	34	174	1%
65	89	6	112	-7%
66	88	-9	131	9%
67	83	18	108	-5%

# Some entries already given, showing only Bcl-B displacement and IL1B NFkB pot cell count 2 µM:
no.	smiles	Bcl-B displacement	IL1B NFkB pot cell count 2 µM
28	CCCn1c(SCC(=O)Nc2cc(Cl)ccc2OC)n[nH]c1=O	-4%	161
22	O=C(O)c1ccc(COc2ccc(Cl)cc2)o1	5%	101
